Screening results (PubChem BioAssay)
Dynein transport: blocks dynein driven cargo transport along microtubules; 220,000 compounds, 0.47% hits; 3617.4 mouse cells, GR-EGFP nuclear translocation imaging; test concentration mostly 20 µM; stimulated with dexamethasone, 1 µM; hits give low values; z-score, hits read low;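 active means plate z-score of nuclear minus cytoplasmic receptor signal below a set negative limit, without overly bright fluorescence or cell loss, cut at about -3.5 in these data, passing the limit was not always enough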;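 further: z-score of nuclear minus cytoplasmic ring GR-EGFP intensity difference per well; some compounds called inactive have numbers as strong as hits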
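Buffer or medium: tetracycline-free induction medium containing charcoal-stripped FBS / Reagent: dexamethasone agonist, 1.0 µM final, for 30 min / Technique: automated 10x imaging of fixed Hoechst-stained cells / Times: induction 48 h, compound 1 h, agonist 30 min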
CSM14.1 death rescue: protection against thapsigargin-triggered cell killing – 384-well, CSM14.1, ATP luminescence, primary screen (AID 1222); CSM14.1 thapsigargin-induced death rescue, ATP luminescence; higher % means a stronger effect; one-dose cellular ATP content (survival), % at 20 µM; EC50 in µM for titrated hits; 190,000 tested, under 10 active;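 active means EC50 below 50 µM in the dose-response confirmation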;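 further: death triggered by thapsigargin at about 15 µM added after 2 h compound pretreatment; cell ATP read after overnight thapsigargin exposure of roughly 18 to 22 hours; normalized against plate controls of thapsigargin alone and 5% DMSO vehicle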
T cell modulator: T cell immune modulation candidate. 2C CD8+ T cell-vesicle binding, flow cytometry; hits give low values. calls only at 7 µM. 330,000 compounds, 0.068% hits;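 active means response, share of CD8 T cells binding vesicles, and their 90th percentile fluorescence all below set limits, cut at about 80% in these data, passing the limit was not always enough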
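Assay system – 2C mouse CD8+ T cells · Also added – QL9-loaded Drosophila micro-vesicles · Timing – Cell–vesicle co-incubation 1.5 h at 37 °C, staining 20 min on ice · Signal – flow cytometry of vesicle-bound cells · Measure – percent CD8+ FL2 mean versus row control · Controls – Peptide-free naked vesicles (low) and QL9 vesicles with 0.7% DMSO vehicle (high)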
bCat nuc transl: beta-catenin nuclear translocation modulation | HeLa beta-catenin nuclear translocation, immunofluorescence imaging | nuclear translocation activity, % at 5 µM | 190,000 compounds, 0.3% hits | AID 1665;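 active means nuclear translocation activity above 50% at 5 µM, with a well cell count of 50 or more; inconclusive means wells under 50 cells across six images, flagged as toxic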;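 further: per-cell ratio of nuclear to cytoplasmic median beta-catenin stain intensity; plate controls were DMSO negative control for no effect and GSK-3 inhibitor IX positive control for full effect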
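Signal – beta-catenin immunofluorescence imaging with DAPI · Test system – human HeLa cell line · Dosing – 5 µM primary single dose, 0.1% DMSO, 0.02–20 µM confirmation series · Measure – % activation, nuclear-to-cytoplasmic median beta-catenin signal ratio per cell · Incubation – 24 h compound exposure at 37°C, 5% CO2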
Salmonella PhoP GFP: PhoP-dependent GFP reporter repression – Salmonella Typhimurium, primary screen (AID 1863). S. Typhimurium PhoP-regulated promoter GFP reporter, 4 h; higher % means a stronger effect. inhibition, % at 50 µM; hits with a dose series show IC50 in µM. 300,000 compounds, 0.16% hits;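 active means inhibition over 29.93%, a cutoff 3 SD above the screen mean, later confirmed by dose response; inconclusive means inhibition over 29.93% but no dose response follow-up; inactive means inhibition at most 29.93% or unconfirmed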;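 further: 0% = low Mg2+ inducing control and 100% = high Mg2+ repressing control; strong numbers were not always called active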
Autophagy HCS: autophagy modulation, high-content screen. calls only at 10 µM (by protocol). 190,000 compounds, 0.98% hits. AID 463193. MEF GFP-LC3 puncta imaging; test concentration mostly 10 µM;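 active means percentage of spot-positive cells more than 3 SD above its plate mean, without a fluorescence outlier flag or 80% toxicity; inconclusive means no clear call, values can overlap the other calls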;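 further: spot-positive cell cutoff set from DMSO-treated cells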
Lipid droplet: hepatic lipid droplet formation modulation. AML12 mouse hepatocytes, oleate lipid droplets, BODIPY imaging. inhibition, % at 6.5 µM. 240,000 compounds, 0.4% hits. AID 1656;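 active means lipid droplet intensity inhibited by at least 50%, with more than 500 cells counted; inconclusive means wells with under 300 cells, treated as cytotoxic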
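Assay system: AML12 hepatocytes (mouse); Probe or stimulus: oleic acid at 100 µM to induce lipid droplet formation; Dosing: compound at 6.5 µM only; Schedule: compound with oleate, overnight; Detection: fluorescence imaging, 20x objective, two fields per well; Measure: % inhibition of lipid droplet signal.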
MT stabilize HCS: microtubule stabilizers in HeLa cells | HeLa tubulin immunostaining HCS, 24 h; share of cells brighter than vehicle mean+2SD | % tubulin-high responders, % at 10 µM | 200,000 compounds, 0.83% hits | AID 2205;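 active means plate Z-score above 3 for both tubulin-high and condensed-nucleus cell shares, with cell loss under 80%, at 10 µM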;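 further: anti alpha tubulin signal scored within the nucleus-defined area of each cell; some results filed as inactive read as strong as hits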
Insulin prom up: MIN6 insulin promoter up-regulation; MIN6 insulin promoter-GFP reporter, high-content imaging; hits give high values; z-score at 5 µM; 190,000 compounds, 0.3% hits; AID 1625;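 active means z-score above 3 at 5 µM with at least 500 cells counted in the well; inconclusive means wells under 500 cells, flagged as cytotoxic or low count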
Dynein transport cytoplasmic EGFP: further read-out of Dynein transport, marked with its call; z-score; measured here: cytoplasmic GR-EGFP intensity; hits give high values
Dynein transport nuclear GR-EGFP: recorded beside Dynein transport, whose call it bears; z-score; measured here: nuclear GR-EGFP intensity;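 lower value marks the stronger effect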
Dynein transport cell count: recorded beside Dynein transport, whose call it bears; z-score; measured here: cell count per field
Insulin prom up cell count: recorded beside Insulin prom up, whose call it bears; cell count; measured here: cytotoxicity, nuclei count;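 total cells summed across four imaged fields per well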
Lipid droplet cells 6.5 µM: also measured in Lipid droplet; calls as there; cell count; measured here: cell count, cytotoxicity flag;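 cells counted across two imaged fields per well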
bCat nuc transl cell count 5 µM: recorded beside bCat nuc transl, whose call it bears; cell count; measured here: cell count, cytotoxicity flag
T cell modulator vesicle-bound %: recorded beside T cell modulator, whose call it bears; double positive events, %; measured here: CD8+ vesicle-bound cell fraction;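 binding gate set so that unloaded-vesicle control wells show 10% double positive cells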
MT stabilize HCS Hoechst-high %: recorded beside MT stabilize HCS, whose call it bears; % Hoechst-high responders; measured here: nuclear condensation Hoechst responders;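 share of cells brighter than vehicle mean plus two SD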
MT stabilize HCS cytotoxicity %: also measured in MT stabilize HCS; calls as there; toxicity, %; measured here: cytotoxicity by cell density;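 0% = mean cell density of plate MIN control wells and 100% = no cells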
Autophagy HCS cell loss 18 h: further read-out of Autophagy HCS, marked with its call; toxicity, %; measured here: cell loss, nuclei count;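 cell loss after 18 h compound exposure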
* hit, by the source's call; i = inactive; ? = inconclusive; / = not tested or not shown.

nr | SMILES | Dynein transport | T cell modulator vesicle-bound % | Dynein transport nuclear GR-EGFP | CSM14.1 death rescue | MT stabilize HCS Hoechst-high % | T cell modulator | MT stabilize HCS cytotoxicity % | Salmonella PhoP GFP | Lipid droplet | Dynein transport cytoplasmic EGFP | Dynein transport cell count | bCat nuc transl cell count 5 µM | Autophagy HCS | Autophagy HCS cell loss 18 h | Insulin prom up cell count | MT stabilize HCS | Insulin prom up | Lipid droplet cells 6.5 µM | bCat nuc transl
1 | CCC(C)NC(=O)C1CCN(S(=O)(=O)N2CCC3(CC2)OCCO3)CC1 (stereo unspecified) | 1.9 | 45 | 1.7 | 0.4% | 2.9 | i | 7.0 | 15% | 3 | -0.32 | -1 | 1019 | i | 6 | 1178 | 5.7 | -1 | 671 | 1.9
2 | O=C(Nc1cccc(N2C(=O)C3C4C=CC(C4)C3C2=O)c1)c1cccs1 (stereo unspecified) | -0.13 | 5 | 0.17 | -0.2% | 1.8 | i | 5.4 | / | 3 | -0.24 | 0.52 | 1006 | i | 6 | 1387 | 1.4 | -0.53 | 719 | -2.3
3 | COc1ccccc1C/C(N)=N/OC(=O)COc1ccc2ccccc2c1 | -0.8 | 19 | -0.57 | -2.5% | 1.8 | i | 9.7 | -4% | / | -0.13 | 1.2 | 1435 | i | -1 | 1435 | 0.7 | 0.41 | / | 0.2
4 | O=C(COc1ccc(Cl)cc1)N1CCCCC1 | -0.16 | 5 | 0.14 | 0.5% | 1.7 | i | 4.9 | -3% | 4 | 0.045 | 0.67 | 1038 | i | -8 | 800 | 1.5 | 1.4 | 745 | -0.5
5 | Cc1ccccc1S(=O)c1ccccc1C(=O)O (stereo unspecified) | -1.3 | 23 | -0.56 | / | / | i | / | -6% | 3 | -0.26 | 1.8 | 1233 | / | / | 1492 | / | -0.73 | 740 | 1.5
6 | COc1ccc(S(=O)(=O)N(CC(=O)N2CCN(c3ccccc3)CC2)c2ccccc2)cc1 | -0.46 | 25 | -0.12 | 0.8% | 1.4 | i | 6.3 | -1% | 3 | -0.058 | 0.67 | / | i | -3 | 947 | 1.0 | 0.25 | 815 | /
7 | NC(=O)CN1CCCN(S(=O)(=O)c2ccc(Br)cc2)CC1 | 0.34 | 37 | 0.24 | 0.0% | 2.8 | i | 11 | 2% | / | 0.41 | -0.72 | 1465 | i | 3 | 1395 | 1.6 | 0.79 | / | -0.2
8 | COc1ccc(Cn2nnnc2C(c2ccccc2)N2CCN(C3CCCC3)CC2)cc1 (stereo unspecified) | -0.83 | / | -0.15 | -0.5% | 2.0 | / | 6.7 | 18% | / | -0.19 | 0.36 | 555 | i | 20 | 838 | 3.3 | 0.44 | / | 4.0
9 | CN(Cc1ccccc1)S(=O)(=O)c1ccc(NS(=O)(=O)Cc2ccccc2)cc1 | -0.094 | 2 | 0.29 | -1.9% | 2.6 | i | 9.0 | 0% | -14 | 0.042 | 0.25 | / | i | 8 | 842 | 1.7 | 1.1 | 790 | /
10 | COC(=O)C1=C(C(=O)OC)[C@@H]2N(C)c3ccccc3[C@@]23C[C@@H](C(=O)OC)N(C(=O)COCc2ccccc2)C3=N1 | -0.41 | 22 | -0.14 | / | / | i | / | -4% | 28 | -0.7 | -0.39 | 1239 | / | / | 1026 | / | 0.47 | 701 | -2.3
11 | CCn1c(SCC(=O)Nc2ccc(OC)cc2)nnc1-c1ccco1 | 1.2 | 65 | 0.3 | -1.2% | 1.6 | i | 8.4 | -1% | -17 | -0.22 | -0.6 | 581 | i | -3 | / | 4.3 | / | 728 | -0.5
12 | COc1ccc(/C=C2/S/C(=N/N=C3\CC4CCC3(C)C4(C)C)NC2=O)cc1 (stereo unspecified) | -0.67 | 46 | -0.067 | 1.7% | 2.5 | i | 7.6 | 4% | / | -0.2 | 0.88 | 1431 | i | -12 | 1626 | 2.8 | 0.5 | / | 0.5
13 | Cn1nc(-c2ccccn2)nc2c(=O)n(C)c(=O)nc1-2 | -0.63 | 62 | -0.63 | / | / | i | / | ? | -4 | -0.62 | 0.41 | / | / | / | / | / | ? | 591 | /
14 | Cc1cc(C)cc(C(=O)N2CC(C)SC2=Nc2cccc(S(=O)(=O)N(C)C)c2)c1 (stereo unspecified) | 0.24 | 74 | 0.24 | 0.9% | 1.3 | i | 11 | 10% | -3 | -0.26 | -0.041 | 862 | i | -4 | 1342 | 2.6 | -1.5 | 624 | 2.5
15 | Cc1ccnc(N2CCC(C(=O)NCc3ccc(F)cc3)CC2)n1 | -0.69 | 44 | -0.23 | 0.8% | 1.5 | i | 5.2 | -7% | -2 | -0.29 | 0.72 | 1454 | i | -20 | 1560 | 3.5 | 0.32 | 619 | 0.5
16 | N#C/C(=C\Nc1ccc(F)c(Cl)c1)C(=O)C1CC1 | -1 | / | 0.22 | / | / | / | / | -9% | 5 | -0.26 | 0.54 | 1310 | / | / | 989 | / | -0.17 | 682 | 0.2
17 | Cc1c(OCc2ccc(C(=O)O)cc2)ccc2c(-c3ccccc3)cc(=O)oc12 | -0.84 | 59 | -0.47 | / | / | i | / | -16% | 11 | -0.23 | 0.81 | 1304 | / | / | 1062 | / | -0.34 | 725 | 0.1
18 | Cc1c(C(=O)NCc2ccc3c(c2)OCO3)oc2ccc(S(=O)(=O)N3CCCCCC3)cc12 | 0.21 | 25 | 0.53 | -0.5% | 3.2 | i | 12 | 3% | -17 | -0.16 | -0.35 | 1002 | i | 5 | 1697 | 4.7 | -0.69 | 713 | -0.7
19 | O=C(CN(Cc1ccco1)C(=O)c1cccc(Cl)c1)Nc1c(Cl)cc(Cl)cc1Cl | -0.98 | 7 | -0.73 | 8.8% | 1.0 | i | 9.4 | 1% | / | -0.23 | 1.2 | / | i | 4 | / | 1.1 | / | / | /
20 | C#CCN(CC=C)C(=O)CCc1nnc(COc2ccccc2)o1 | -0.57 | 57 | -0.027 | 1.1% | 2.4 | i | 4.6 | -2% | -1 | -0.32 | 1.1 | 1495 | i | 24 | / | 1.6 | / | 758 | -0.9
21 | Cc1ccc(CC2C(=O)N(c3ncccn3)C(=O)C2C)cc1 (stereo unspecified) | 0.78 | 38 | 0.66 | 2.3% | 4.1 | i | 9.1 | 9% | / | -0.19 | -0.36 | 1145 | i | 8 | 1113 | 1.5 | 0.08 | / | -6.5
22 | NC(=O)c1ccc(-c2csnn2)cc1 | -0.11 | 7 | 0.42 | / | / | i | / | -2% | 11 | -0.24 | 0.75 | 1336 | / | / | 993 | / | 0.21 | 675 | -0.9
23 | O=C(NC(=S)Nc1ccc(Br)cn1)c1cncc(Br)c1 | -0.056 | 58 | 0.39 | -2.0% | 0.8 | i | 5.0 | 10% | / | -0.21 | 0.86 | 1367 | i | -29 | 1344 | 2.6 | -0.05 | / | 0.3
24 | CN(CCO)C(=O)c1ccc(-c2nn(C)c(=O)c3ccccc23)cc1 | 0.016 | 32 | 0.22 | 2.2% | 1.5 | i | 11 | 1% | 1 | -0.29 | 0.75 | 1072 | i | -5 | 1480 | 3.1 | -0.96 | 695 | 2.4
25 | O=C(CSc1nnc(-c2ccccc2F)n1CCc1ccccc1)Nc1ccc2[nH]c(=O)[nH]c2c1 | 0.19 | 30 | 0.18 | 2.3% | 2.0 | i | 9.6 | 3% | -8 | -0.21 | -0.25 | 835 | i | -8 | 1295 | 3.9 | -0.06 | 623 | 3.4
26 | O=C1C2C3c4ccccc4C(c4ccccc43)[C@@H]2c2nc3ccccc3n21 (stereo partly specified) | -0.18 | 59 | 0.032 | -0.8% | 1.8 | i | 10 | 2% | / | -0.19 | 0.63 | 1411 | i | -6 | 1503 | 2.3 | -0.38 | / | 2.1
27 | O=C(O)COc1cnc2ccccc2n1 | -0.8 | 20 | -0.33 | -0.7% | 1.3 | i | 3.7 | -3% | -8 | -0.29 | 0.71 | 1496 | i | -34 | / | 5.0 | / | 591 | 0.9
28 | CCCCC1(Cc2cccc([N+](=O)[O-])c2)C(=O)N(c2ccccc2)N(c2ccccc2)C1=O | -1.2 | 57 | -0.66 | -1.8% | 1.6 | i | 10 | -8% | -46 | -0.19 | -0.11 | 1052 | i | -8 | 1869 | 2.8 | -1.5 | 677 | -1.6
29 | CC(=O)c1cc(CN2CCN(C3CCN(C(C)C)CC3)C(CCO)C2)cs1 (stereo unspecified) | -0.22 | 59 | 0.043 | 0.0% | 2.2 | i | 6.1 | -6% | 19 | -0.26 | 0.41 | 1159 | i | -10 | 1234 | 2.7 | -0.97 | 760 | 0.1
